Assay outcomes as filed in PubChem BioAssay.
EPAC1 ag – agonists of human EPAC1; O95398; EPAC1 agonist qHTS, biochemical assay; response scale: 100% = response to 6.5 mM cAMP; Potency, µM (doses to about 154 µM), inactives show top-dose activation, usual class: activators; 360,000 compounds, 0.073% hits; note: potency is the fitted concentration of half-maximal effect; nearly all actives have a fitted effect of over 60% in size
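Read-out is the fluorescence drop as BODIPY-GDP leaves Rap1B (480 nm excitation, 540 nm emission), recorded every 5 minutes over 30 minutes. Reactions held 100 nM EPAC1, 250 nM Rap1B–BODIPY-GDP and 50 uM GDP, with 6.5 mM cAMP setting full activation.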
EPAC2 antag – blocks human EPAC2 exchange factor; Potency, µM (doses to about 114 µM), for the others: top-dose activity, negative = inhibition, hits mostly inhibitors; EPAC2 GEF exchange of Rap1B-BODIPY-GDP, fluorescence; Q8WZA2; 360,000 compounds, 0.18% hits; note: potency is the fitted concentration of half-maximal effect; % is set by controls: 0 for no effect and ±100 for the full control effect; nearly all actives have a fitted effect of over 45% in size; many of its hits are not listed in these tables
PI5P4K alpha inh – PI5P4K alpha (human) kinase inhibition; PI5P4Kalpha enzyme, ADP-Glo luminescence, 60 min; active compounds read low; max response, %; 330,000 compounds, 1.2% hits; AID 652105; active = max response of -50% or lower; inconclusive = between -30% and -50%; inactive = -30% or higher; note: value at the top dose of about 77 µM; % is set by controls: 0 for no effect and ±100 for the full control effect
Target sequence (P48426 whole entry, looked up): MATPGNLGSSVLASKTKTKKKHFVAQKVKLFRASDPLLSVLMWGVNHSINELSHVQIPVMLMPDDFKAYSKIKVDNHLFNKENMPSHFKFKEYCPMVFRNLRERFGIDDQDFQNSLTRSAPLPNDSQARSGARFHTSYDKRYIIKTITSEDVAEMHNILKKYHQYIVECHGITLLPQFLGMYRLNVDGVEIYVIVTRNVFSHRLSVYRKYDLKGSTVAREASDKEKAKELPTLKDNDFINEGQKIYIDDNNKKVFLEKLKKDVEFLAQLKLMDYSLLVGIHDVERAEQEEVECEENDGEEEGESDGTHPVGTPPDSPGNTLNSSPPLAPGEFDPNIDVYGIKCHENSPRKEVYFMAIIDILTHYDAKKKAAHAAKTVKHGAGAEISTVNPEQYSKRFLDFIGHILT
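Reactions run in 0.038 M HEPES pH 7.4, 0.28 mM EGTA, 0.1% CHAPS and 5% DMSO, with PI5P4Kalpha, substrate, compound and 5 microM ATP final, one hour at room temperature. Readout is ADP-Glo luminescence.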
PLK1 PBD block – blocks phosphopeptide binding to human PLK1 polo-box domain; P53350; Plk1 PBD binding of FITC phosphopeptide, fluorescence polarization; Potency, µM, without a hit: max response, negative = inhibition, usual class: inhibitors; 360,000 compounds, 2.8% hits; note: potency is the fitted concentration of half-maximal effect; series mostly up to about 57 µM; % is set by controls: 0 for no effect and ±100 for the full control effect; nearly all actives have a fitted effect of over 65% in size
Target sequence (P53350 whole entry, looked up, the tested form may be a part): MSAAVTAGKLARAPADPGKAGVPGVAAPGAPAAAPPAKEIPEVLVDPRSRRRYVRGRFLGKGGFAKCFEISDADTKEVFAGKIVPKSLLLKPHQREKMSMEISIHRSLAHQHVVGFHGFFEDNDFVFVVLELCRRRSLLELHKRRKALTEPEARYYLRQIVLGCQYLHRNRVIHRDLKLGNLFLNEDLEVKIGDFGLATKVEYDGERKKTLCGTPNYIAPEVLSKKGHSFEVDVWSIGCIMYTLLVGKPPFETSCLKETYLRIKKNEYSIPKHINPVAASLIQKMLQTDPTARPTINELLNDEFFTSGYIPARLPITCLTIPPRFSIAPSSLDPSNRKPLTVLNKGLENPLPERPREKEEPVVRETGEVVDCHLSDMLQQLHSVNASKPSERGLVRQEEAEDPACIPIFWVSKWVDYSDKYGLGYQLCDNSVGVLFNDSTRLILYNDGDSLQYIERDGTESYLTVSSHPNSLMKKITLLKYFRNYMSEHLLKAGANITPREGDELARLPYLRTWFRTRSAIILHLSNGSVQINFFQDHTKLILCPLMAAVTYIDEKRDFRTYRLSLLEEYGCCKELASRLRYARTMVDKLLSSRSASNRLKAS
EPAC1 antag – blocks human EPAC1 exchange factor | AID 720709 | 360,000 compounds, 0.14% hits | O95398 | EPAC1 GEF assay, Rap1b-BODIPY-GDP exchange fluorescence | Potency, µM (series often up to 115 µM), for inactives: top-dose activity change, negative = inhibition, hits mostly inhibitors;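 note: potency is the fitted concentration of half-maximal effect; plate controls were vehicle for no effect and positive control for full effect; nearly all actives have a fitted effect of over 50% in size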
WRN inhibitor – blocks human WRN helicase. 360,000 compounds, 0.46% hits. WRN helicase unwinding, fluorescent forked duplex, kinetic. Q14191. Potency, µM (titrated, usually from 114 µM), inactives show top-dose activity change, negative = inhibition, most hits filed as inhibitors. AID 651768; note: potency is the fitted concentration of half-maximal effect; % is set by controls: 0 for no effect and ±100 for the full control effect; nearly all actives have a fitted effect of over 55% in size
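Fluorescence dequenching readout, ex 525 nm/em 598 nm, kinetic mode: forked duplex DNA (100 nM final) with adjacent fluorophore and quencher unwound by WRN (20 nM final) with 2 mM ATP. Compound preincubation 15 min, room temperature.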
Mm-Cpn inhibitor – blocks the Methanococcus maripaludis chaperonin Mm-Cpn | 330,000 compounds, 0.031% hits | Potency, µM (titrated, usually from 76.9 µM), without a hit: at the top dose activity, negative = inhibition, most hits filed as inhibitors | purified Mm-Cpn ATPase, ADP Transcreener TR-FRET; note: potency is the fitted concentration of half-maximal effect; % is set by controls: 0 for no effect and ±100 for the full control effect; nearly all actives have a fitted effect of over 80% in size
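ATP (10 uM final) was added to archaeal chaperonin (25 nM final) after 10 min exposure to test compound at 37°C; after 30 min further incubation, ADP was detected by competitive TR-FRET.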
CCT modulator – modulators of cytosolic chaperonin (CCT/TRiC) activity; purified chaperonin ATPase assay, HTRF ADP detection, 30 min; AID 651819; 360,000 compounds, 0.3% hits; activity change, % (test concentration not listed), hits read low; in the data active = activity change below about -30%; note: % is set by controls: 0 for no effect and ±100 for the full control effect
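Nucleotide hydrolysis assay: TRiC at 20–40 nM final (set by batch activity) with 10 uM ATP, 30 min at 37 °C, in presence of 76 uM compound. Detection by competitive ADP HTRF, 30 min ambient.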
Numbers without * were called inactive; ? = inconclusive; · = no result given; & = joins results of further samples; [ ] = remark or other dose. Unless noted, calls come from the whole dose curve; as a rule, active = well fitted curve in the direction sought with a large enough effect; inconclusive = small, poorly fitted or top-dose-only effect, or another doubt; inactive = no such curve, though single readings can be large; an effect the other way counts as inactive or inconclusive. Only part of the results is shown, so the mix of outcomes need not match the whole.

EPAC1 ag | EPAC2 antag | PI5P4K alpha inh | PLK1 PBD block | EPAC1 antag | WRN inhibitor | Mm-Cpn inhibitor | CCT modulator | SMILES
12% | -5% | 7 | -9% | -17% | 5% | 5% | -2.1 | COc1ccccc1N1CCN(C(=O)NC23CC4CC(CC(C4)C2)C3)CC1
27% | -2% | -2 | -22% | -27% | 0%[57.1 µM] | ? | -1.9 | NC(=S)N/N=C/c1ccccc1OC(=O)/C=C/c1ccccc1
4% | 0% | 0 | -12% | -10% | 12% | -2% | -4.5 | CCOc1ccc(NS(=O)(=O)c2cc3c4c(c2)CCN4C(=O)CC3)cc1
1% | 4% | -3 | -4% | 2% | 6% | 0% | -1.3 | COc1ccc(CC(=O)N2CC(C)CC(C)C2)cc1OC (stereo not given)
11% | 22% | -2 | -7% | -23% | -7% | · | -1.4 | CCCNC(=O)C1(C)CCCN(C(=O)c2c(F)ccc(C)c2F)C1 (stereo not given)
7% | -1% | · | -15% | -13% | -15% | -6% | -0.8 | O=C(CSc1nn(-c2ccc(Cl)cc2)c(=S)s1)N1CCN(C(=O)c2ccco2)CC1
-10% | -5% | -13 | -6% | 4% | 3% | 0% | -0.4 | CCCC1=[N+](CC(=O)c2ccccc2)CCn2cccc21
2% | -7% | -8 | -5% | 5% | -17% | 3% | -0.2 | Cc1ccc(N(CC(=O)NCc2ccccn2)S(=O)(=O)c2ccccc2)cc1Cl
-10% | 4% | 3 | 0% | -29% | -4% | -1% | 0.0 | Cc1ccc(C)c(N2CCN(C(=O)C(Cc3ccccc3)n3cccc3)CC2)c1 (stereo not given)
-7% | -12% | 3 | -5% | -4% | -5% | ? | -1.4 | COc1cc(C(Nc2ccc(S(=O)(=O)N3CCC(C)CC3)cc2)C(=O)NCC2CCCO2)cc(OC)c1OC (stereo not given)
-6% | -8% | 0 | -10% | -18% | -3% | -3% | -0.3 | FC(F)(F)c1cccc(N2CCN(C(=S)NCC3CCCO3)CC2)c1 (stereo not given)
-12% | -3% | -10 | -7% | -2% | 5% | 0% | -0.4 | CC(C)c1cccc(C(C)C)c1OC(=O)NC(=O)c1c(F)cccc1F
-7% | 13% | · | -2% | 0% | -8% | -1% | 2.9 | CC1Cc2ccccc2N1C(=O)CSc1ncccc1C(=O)O (stereo not given)
-4% | -1% | -8 | -5% | 2% | -15% | -4% | 1.1 | O=C(NCc1nnc(SCC(=O)N2CCCC2)o1)c1ccc(F)cc1
5% | 3% | -5 | -13% | -1% | -7% | 1% | -0.2 | CCOC(=O)c1cccc(NC(=O)c2ccc(NC(=O)c3ccco3)cc2)c1
4% | -2% | -1 | -9% | -2% | -3% | 2% | -0.6 | Cc1cc(C)c(C)c(OC(=O)c2sc(Cl)nc2C)c1
-3% | 5% | -11 | -8% | 14% | 5% | -6% | -2.8 | Cc1ccc2c(Cl)c(C(=O)NC3CC3)sc2c1
-3% | ? | -7 | -3% | 3% | -4% | 4% | 0.0 | O=[N+]([O-])c1cc(/C=N/O)ccc1Oc1ccccc1Cl
5% | 0% | 0 | 27µM* | -2% | 7% | 2% | -1.0 | Cc1cccc(NC(=O)c2ccccc2Br)n1
-5% | 0%[57.1 µM] | -3 | -11% | -5% | 0% | -1% | -0.7 | O=C(O)CCSc1nnc(-c2ccccc2)n1-c1ccccc1
-5% | 6% | -8 | 3% | -5% | -13% | 2% | -3.3 | Cc1ccsc1/C=N/NC(=O)c1ccccn1
-2% | 7% | · | 1% | 7% | -1% | 2% | -2.2 | COC(=O)CN(c1ccccc1OC)S(=O)(=O)c1ccccc1
-3% | -5% | 8 | 3% | 13% | 4% | 0% | -0.6 | COCCn1nnnc1SCC(=O)Nc1ccc2c(c1)OCO2
13% | 1% | 9 | -1% | 9% | -8% | 1% | 0.3 | COc1cccc(NC(=O)NNS(=O)(=O)c2ccc(OC)cc2OC)c1
-1% | 9% | -2 | -2% | 11% | 18% | 0% | -1.3 | O=C(CCSc1nnc(-c2ccco2)o1)Nc1ccccc1
-1% | -6% | -12 | 0% | 9% | -8% | · | -1.0 | O=C(Cn1nnc(-c2ccc(Cl)cc2)n1)NC(=O)NC1CCCC1
-14% | -13% | 6 | -10% | -4% | -1% | · | 2.5 | C[C@H](CO)N1C[C@H](C)[C@@H](CN(C)C(=O)c2cnccn2)Oc2cc(C#CCC3CCCC3)ccc2S1(=O)=O
-13% | 2% | -9 | 2% | -7% | 2% | 1% | -0.2 | O=C1c2cccc3c(N4CCOCC4)c([N+](=O)[O-])cc(c23)C(=O)N1c1cccc2ccccc12
2% | 1% | 5 | -12% | -11% | -4% | 1% | 0.0 | O=C(CC1SC(N2CCOCC2)=NC1=O)Nc1ccc(Cl)c(C(F)(F)F)c1 (stereo not given)
11% | -2% | -52* | 0% | 5% | -31% | 0% | -2.4 | Cc1nnc(SCC(=O)Nc2sc3c(c2C#N)CCCC3)[nH]c1=O
-5% | 12% | 0 | 3% | 32%[activator] | -29%[57.1 µM] | 2% | 0.0 | COc1ccccc1C(=O)N/N=C/c1ccc(Cl)s1
0% | 14% | -3 | 3% | 2% | 9% | · | 1.6 | COc1cccc(-c2cc(C(=O)NC3CCCC3)c3ccccc3n2)c1
3% | 6% | -1 | 4% | -10% | -1% | -4% | -3.2 | COc1cccc(NC(=O)CN2C(=O)COc3ccc(S(=O)(=O)N4CCOCC4)cc32)c1
-2% | -1% | -5 | -5% | 5% | -1% | -1% | -2.0 | Cc1ccc(S(=O)(=O)n2nc(-c3ccco3)nc2N)cc1
4% | 0% | 0 | 1% | -7% | 9%[57.1 µM] | -2% | 1.3 | COc1cc(CCC(=O)OCC(=O)Nc2ccccc2F)cc(OC)c1OC
-7% | -17% | 7 | -11% | -12% | -12% | 1% | -0.9 | COC(=O)Cn1c(=NC(=O)C(C)(C)C)sc2c(C)cc(C)cc21
5% | -1% | 13 | -1% | -15% | 10% | 0% | 2.1 | CN(C)CCNC(=O)NC(=O)c1ccc(Cl)cc1
-1% | 4% | -2 | -3% | 5% | 9% | -2% | -0.9 | O=S(=O)(c1ccccc1)c1nnn2c1nc(NC1CCN(Cc3ccccc3)CC1)c1ccccc12
13% | -1% | -1 | -3% | -12% | -2% | -2% | 0.7 | Cc1c(S(=O)(=O)N2CCCCC2)c(=O)n(C)c(=O)n1C
1% | 5% | · | -4% | 6% | 2% | 1% | -1.1 | COc1ccc(CCNC2CC(C)N(C)CC2C)cc1OC (stereo not given)
1% | -5% | 4 | -4% | -4% | 5% | 2% | 1.9 | CCSc1ncc(CO)c(N)n1
2% | -6% | -1 | 2% | 7% | 3% | -2% | 1.1 | O=C1C=C(c2cc3ccccc3s2)C[C@@H](c2ccc(F)cc2)C1
7% | -7% | 2 | 3% | -2% | -7% | -5% | 1.4 | O=C(NCCc1ccc(C(F)(F)F)cc1)c1ccc2c(c1)OCO2
3% | -3% | 8 | -18% | -5% | -11% | 1% | -0.3 | Cc1ccc(S(=O)(=O)N2CCCC2C(=O)NCCc2nc3ccccc3[nH]2)cc1 (stereo not given)
0% | 7% | 2 | 1% | 22% | 7% | 1% | 1.0 | COCCN(C(=O)c1csnn1)C(C(=O)NC1CCCCC1)c1ccc(Cl)cc1 (stereo not given)
7% | 2% | 0 | -15% | 6% | 0% | 2% | -3.4 | O=C(c1ccco1)N1CCCN(Cc2nc(-c3cccs3)no2)CC1
3% | -3% | · | 1% | -1% | -2% | 1% | -2.8 | Cc1ccccc1Cn1cc(NC(=O)c2nc3ncccn3n2)cn1
6% | -9% | · | · | -4% | · | -2%&-4% | · | Cc1ccc(-c2csc(N3CCC(C(N)=O)CC3)n2)cc1
6% | -1% | 1 | -5% | 2% | -15% | -3% | -3.5 | Cc1cccc(OCC(O)Cn2c(-n3nc(C)cc3C)nc3c2c(=O)[nH]c(=O)n3C)c1 (stereo not given)
7% | -1% | · | -7% | 0% | 2% | 1% | -2.1 | CC(C)C(c1nnnn1C1CCCC1)N1CCc2ccccc21 (stereo not given)
2% | -6% | -5 | 4% | 0% | -2% | 2% | -0.2 | CCCCCC[n+]1c(-c2ccc(Cl)cc2Cl)csc1Nc1ccccc1
19% | -7% | 5 | -1% | -20% | -7% | 1% | -2.2 | CC(C)(CCl)C(=O)Nc1ccc(Sc2ccc(F)cc2)cc1
5% | 2% | -1 | -3% | -7% | -4% | 1% | 0.7 | CCN(CC)C(=O)COc1ccc2c(-c3ccc(OC)cc3)cc(=O)oc2c1
-9% | 2% | 2 | -4% | -1% | 6% | -22% | -0.8 | Nc1c(Cl)cc(-c2csc(NCCc3nc4cc(Cl)c(Cl)cc4n3CCCO)n2)cc1Cl
5% | -24% | ? | -7% | -23% | -8% | · | -1.0 | COc1cccc(CNc2nc(NCc3cccs3)nc3ccsc23)c1
-6% | -7% | ? | -17% | ? | -23% | · | 0.2 | O=C(Nc1cccc(C(=O)Nc2ccccc2C(=O)O)c1)c1cccc(Cl)c1

Next part, overlapping the part above by 2 compounds.
EPAC1 ag | EPAC2 antag | PI5P4K alpha inh | PLK1 PBD block | EPAC1 antag | WRN inhibitor | Mm-Cpn inhibitor | CCT modulator | SMILES
5% | -24% | ? | -7% | -23% | -8% | · | -1.0 | COc1cccc(CNc2nc(NCc3cccs3)nc3ccsc23)c1
-6% | -7% | ? | -17% | ? | -23% | · | 0.2 | O=C(Nc1cccc(C(=O)Nc2ccccc2C(=O)O)c1)c1cccc(Cl)c1
3% | -13% | 1 | 5% | -10% | 3% | · | 0.8 | Cc1ccc(S(=O)(=O)Oc2cccc([N+](=O)[O-])c2)cc1
6% | ? | 9 | 0% | -11% | -10% | 3% | -5.5 | CC(NC(=O)Nc1ccc(Br)cc1)C(C)(C)C (stereo not given)
4% | -3% | -52* | 2.7µM* | -5% | 10% | 1% | -0.1 | O=C(Nc1ccccn1)c1sc2cc([N+](=O)[O-])ccc2c1Cl
1% | 17% | -1 | -1% | 5% | -11%[57.1 µM] | -1% | -0.7 | COc1ccc(CCn2c(N3CCN(C)CC3)nc3c2c(=O)[nH]c(=O)n3C)cc1
-13% | ? | 2 | ? | -19% | -6% | · | · | Cc1ccc(S(=O)(=O)N2C(c3ccc(Cl)c(Cl)c3)CC=C(C(=O)O)C2c2cccc(Cl)c2)cc1 (stereo not given)
29% | -11% | -5 | -3% | 14% | 6% | 1% | -3.5 | C/C(=N\NC(=O)CNc1cccc(C(F)(F)F)c1)c1cccc(Br)c1
